Source: PubChem
RXFP1 agonist = qHTS Assay for Agonists of the Relaxin Receptor RXFP1 | Relaxin receptor 1 (Homo sapiens), Q9HBX9 | AID 2676, 2010 | Potency, µM (series often up to 57.5 µM), for inactives: at the top dose activation, actives largely listed as activators | HEK293T-RXFP1 cAMP TR-FRET, 30 min; response scale: percent of porcine relaxin response, buffer zero | hit rate 0.3% among 370,000; note: % is set by controls: 0 for no effect and ±100 for the full control effect; nearly all actives have a fitted effect of over 60% in size; many of its hits are not listed in these tables
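cAMP rise read by TR-FRET after 30 min, 37C compound exposure (up to 58 uM) in RXFP1-transfected HEK293 cells with Ro 20174 present. EC50 from Hill-equation fits, with 29 nM porcine relaxin as 100% and buffer as basal.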
Vif-A3G inh = qHTS for Inhibitors of Vif-A3G Interactions: qHTS; DNA dC->dU-editing enzyme APOBEC-3G (Homo sapiens), Q9HC16; HeLa A3G-eYFP + Vif (tagged APOBEC3G with the HIV-1 protein that degrades it), YFP fluorescence, overnight; Potency, µM (titrated, usually from 46.1 µM), inactives show top-dose activity, negative = active, most hits filed as inhibitors; hit rate 0.076% among 410,000; AID 602310, 2012;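 note: % is set by controls: 0 for no effect and ±100 for the full control effect; nearly all actives have a fitted effect of over 60% in size; hits raise eYFP signal because A3G escapes Vif-driven loss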
Target sequence (Q9HC16 whole entry, looked up): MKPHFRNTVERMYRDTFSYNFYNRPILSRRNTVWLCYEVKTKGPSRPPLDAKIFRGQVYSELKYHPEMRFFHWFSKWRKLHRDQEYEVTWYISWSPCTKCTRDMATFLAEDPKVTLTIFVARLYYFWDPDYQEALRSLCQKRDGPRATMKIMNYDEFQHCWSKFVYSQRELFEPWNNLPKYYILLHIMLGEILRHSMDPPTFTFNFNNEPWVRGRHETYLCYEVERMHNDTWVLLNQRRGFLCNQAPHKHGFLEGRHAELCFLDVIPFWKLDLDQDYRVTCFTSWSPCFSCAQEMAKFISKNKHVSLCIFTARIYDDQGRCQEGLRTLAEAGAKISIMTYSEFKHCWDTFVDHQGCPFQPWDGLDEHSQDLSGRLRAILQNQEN
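Read-out is eYFP fluorescence (Ex 488/Em 500-530) from Vif-expressing HeLa A3G-eYFP cells; more signal means A3G escaped Vif-mediated degradation. Cells plated overnight, compound pinned in, incubated overnight at 37 deg C.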
RGS4 inhibitor = Inhibitors of Regulator of G Protein Signaling (RGS) 4: qHTS. Regulator of G-protein signaling 4 (Homo sapiens), P49798. Transcreener GDP fluorescence polarization, RGS4-accelerated GTP hydrolysis. Potency, µM (titrated, usually from 114 µM), for inactives: top-dose activity change, negative = inhibition, usual class: inhibitors. hit rate 0.039% among 390,000. AID 504845, 2011; note: % is set by controls: 0 for no effect and ±100 for the full control effect; nearly all actives have a fitted effect of over 75% in size; some results filed as inactive show a strong effect at the top dose
Target sequence (P49798 whole entry, looked up): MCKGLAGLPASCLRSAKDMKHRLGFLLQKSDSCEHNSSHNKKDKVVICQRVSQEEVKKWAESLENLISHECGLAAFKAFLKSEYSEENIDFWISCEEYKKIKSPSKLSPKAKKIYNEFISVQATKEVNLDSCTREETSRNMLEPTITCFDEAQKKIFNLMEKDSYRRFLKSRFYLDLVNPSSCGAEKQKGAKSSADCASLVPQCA
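MLSMR compounds (23 nl, pin-transferred) preincubated 10 min at room temperature with a 500nM (2x) first reagent, then RGS4 at 900nM (2x) plus Transcreener GDP mix added; fluorescence polarization (620/688 nm) read before and after 90 min at 30 °C.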
Vif-APOBEC3F blk = qHTS for Inhibitors of Vif-A3F Interactions: qHTS | Potency, µM (titrated, usually from 46.1 µM), for inactives: top-dose activity, negative = active | HeLa A3F-eYFP + Vif (tagged APOBEC3F with the HIV-1 protein that degrades it), YFP fluorescence increase | hit rate 0.2% among 390,000; note: % of control where 0% means no effect; nearly all actives have a fitted effect of over 65% in size
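HeLa cells stably expressing Vif plus C-terminally eYFP-tagged A3F were seeded, incubated overnight at 37 deg C, dosed with compound, incubated overnight again at 37 deg C. Yellow fluorescence (Ex 488/Em 500-530) reported blocked Vif-mediated A3F-eYFP degradation.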
USP1-UAF1 inh = Inhibitors of USP1/UAF1: Primary Screen | Ubiquitin carboxyl-terminal hydrolase 1 (Homo sapiens), O94782 | recombinant USP1/UAF1, Ub-Rhodamine cleavage fluorescence | Potency, µM (titrated, usually from 57.1 µM), for inactives: at the top dose activity change, negative = inhibition, actives largely listed as inhibitors | hit rate 0.23% among 390,000 | AID 743255, 2014; note: % is set by controls: 0 for no effect and ±100 for the full control effect; nearly all actives have a fitted effect of over 60% in size; inactives centre near -12
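Step one: compound is pinned into 1nM USP1/UAF1 in HEPES pH 7.8 buffer with TCEP. Step two: 15 min room-temperature incubation. Step three: Ub-Rho (150nM final) starts cleavage, tracked by fluorescence over six one-minute reads.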
rTrxR1 inhibitor = qHTS Assay for Inhibitors of Mammalian Selenoprotein Thioredoxin Reductase 1 (TrxR1): qHTS. AID 588453, 2011. recombinant rTrxR1, NADPH fluorescence consumption, selenite substrate. Thioredoxin reductase 1, cytoplasmic (Rattus norvegicus), O89049. hit rate 1% among 390,000. Potency, µM (highest dose often 114 µM), for inactives: top-dose activity change, negative = inhibition, most hits filed as inhibitors; note: % is set by controls: 0 for no effect and ±100 for the full control effect; nearly all actives have a fitted effect of over 65% in size
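Rat TrxR1 (90 nM in the dispensed reagent) was pre-reduced with 400 uM NADPH for 5 min at room temperature, then incubated with compound for 15 min. After 400 uM selenite was added, NADPH fluorescence (Ex 340/Em 450 nm) was followed for 8 min.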
mIDH1 inhibitor = qHTS for Inhibitors of mutant isocitrate dehydrogenase 1 (IDH1): qHTS | hit rate 0.093% among 390,000 | IDH1-R132H enzyme, NADPH consumption, diaphorase/resazurin fluorescence | AID 602179, 2012 | Potency, µM (series often up to 76.6 µM), inactives show at the highest dose activity change, negative = inhibition, hits mostly inhibitors | Isocitrate dehydrogenase [NADP] cytoplasmic (Homo sapiens), O75874; note: % is set by controls: 0 for no effect and ±100 for the full control effect; nearly all actives have a fitted effect of over 65% in size
Target sequence (O75874 whole entry R132H, stated change not applied): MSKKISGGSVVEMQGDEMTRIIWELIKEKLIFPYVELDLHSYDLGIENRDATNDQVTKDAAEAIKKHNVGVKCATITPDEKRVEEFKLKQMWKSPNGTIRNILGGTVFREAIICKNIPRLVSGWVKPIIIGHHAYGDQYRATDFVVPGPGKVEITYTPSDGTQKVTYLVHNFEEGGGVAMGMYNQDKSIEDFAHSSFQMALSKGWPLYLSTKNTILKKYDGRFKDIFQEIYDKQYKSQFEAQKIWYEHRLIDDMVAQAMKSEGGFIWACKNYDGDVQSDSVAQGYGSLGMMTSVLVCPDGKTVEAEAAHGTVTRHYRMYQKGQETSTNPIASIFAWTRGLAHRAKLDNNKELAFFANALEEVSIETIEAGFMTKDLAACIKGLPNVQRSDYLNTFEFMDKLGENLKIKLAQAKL
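IDH1-R132H (0.5 ug/mL dispensed) in pH 7.5 Tris buffer was preincubated 30 min with compound, then given a substrate mix of 0.016 mM NADPH and 2 mM alpha-KG for 80 min at room temperature; remaining NADPH was read by diaphorase/resazurin fluorescence.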
ALOX12 inh = Primary qHTS assay for inhibitors of human arachidonate 12S-lipoxygenase (ALOX12): Round 2 | AID 1671190, 2021 | Potency, µM (series often up to 108 µM), without a hit: top-dose activity change, negative = inhibition, usual class: inhibitors | hit rate 1.1% among 580,000 | purified 12hLO, xylenol orange hydroperoxide absorbance | Polyunsaturated fatty acid lipoxygenase ALOX12 (Homo sapiens), P18054; note: % is set by controls: 0 for no effect and ±100 for the full control effect
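Purified human 12hLO at 150 nM in 25 mM Hepes, 0.01% Triton X-100, pH 7.0, preincubated 15 min at room temperature with compound. Reaction started with 40 uM arachidonic acid, 30 min at room temperature. Hydroperoxide measured by Fe-xylenol orange, 573/405 nm absorbance ratio.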
TrxR1 substrate = qHTS Assay for Substrates of Mammalian Selenoprotein Thioredoxin Reductase 1 (TrxR1): qHTS | Thioredoxin reductase 1, cytoplasmic (Rattus norvegicus), O89049 | purified TrxR1 substrate turnover, NADPH consumption readout | Potency, µM (doses to about 114 µM), inactives show at the top dose activity change, negative = substrate turnover | hit rate 0.01% among 390,000; note: % is set by controls: 0 for no effect and ±100 for the full control effect; nearly all actives have a fitted effect of over 50% in size
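Rat TrxR1, dispensed at 90 nM, was prereduced with 400 uM NADPH (final) for 5 min at ~22 deg C, then incubated with compound 15 min before 400 uM selenite. A first-read NADPH fluorescence drop versus no-compound background flagged substrates.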
Active calls of the source: *; ? = inconclusive; . = not tested or not shown; & = joins results of further samples; [ ] = remark or other dose. Calls come from the whole dose curve; as a rule, active = well fitted curve in the direction sought with a large enough effect; inconclusive = small, poorly fitted or top-dose-only effect, or another doubt; inactive = no such curve, though single readings can be large; an effect the other way counts as inactive or inconclusive. Potency is the fitted concentration of half-maximal effect.

SMILES	RXFP1 agonist	Vif-A3G inh	RGS4 inhibitor	Vif-APOBEC3F blk	USP1-UAF1 inh	rTrxR1 inhibitor	mIDH1 inhibitor	ALOX12 inh	TrxR1 substrate
CCOC(=O)Cn1cc(C(=O)C(=O)N2CCOCC2)c2ccccc21	0.8%	1%	14%	-7%	-8%	1%	-4%	-2%	-5%
O=S(=O)(c1ccccc1)N(F)S(=O)(=O)c1ccccc1	1.0%	1%	-48%	-16%	-10%	-10%	-11%	?	3%
Cc1cnc2cc(Cl)c(Cl)cc2n1	0.1%	-6%	-3%	.	-10%	13%	4%	-1%	6%
COc1cc(NC(=O)COC(=O)CCc2nc3ccccc3c(=O)[nH]2)cc(OC)c1	.	1%	0%	-2%	-18%	5%[57.1 µM]	4%	-11%	8%[57.1 µM]
Cc1c(C=O)c2ccccn2c1C(=O)c1ccccc1Cl	-0.5%	-2%	26%	2%	?	9%[57.1 µM]	20%	-3%	7%[57.1 µM]
C=CCc1cccc2cc(-c3nc4ccc(C)cc4[nH]3)c(=O)oc12	-0.7%	-3%	24%	.	11%	24%[0.457 µM]	.	-14%	-7%[57.1 µM]
COc1cc(C2NC(C(=O)O)Cc3c2[nH]c2ccccc32)cc(OC)c1OC (configuration not stated)	0.2%	3%	-1%	0%	-5%	15%	1%	7%	-2%
Cc1nc(SCC(=O)NC2CCCCC2C)nc(C)c1C (configuration not stated)	.	-6%	1%	3%	-3%	11%	-5%	-9%	6%
O=C(N/N=C/c1oc(O)c2ccccc12)c1ccccc1	1.3%	-3%	-17%	-13%	-20%	12%	9%	-11%	-1%
CN(Cc1cccc(F)c1)C(=O)CSc1nnc(C2CC2)n1C1CC1	-0.5%	2%	30%	3%	1%	8%[57.1 µM]	7%	15%	5%[57.1 µM]
COc1ccccc1NC(=O)c1nnn(CC(=O)Nc2cc(C)cc(C)c2)c1N	-0.1%	0%	15%	9%	-6%	6%	0%	-17%	5%
CC(=O)n1cc([C@@H]2C=C(C(=O)NCc3ccccc3)O[C@H](OCc3ccc(CO)cc3)C2)c2ccccc21	-0.6%	-17%	-48%	-29%	?	?	3%	-8%	-5%
Cc1ccccc1Nc1c(-c2ccncc2)nc2ccc(Cl)cn12	6.1%&2.6%	-1%&-6%	-5%&-4%	0%&2%	-23%&0%	-10%&-7%	?	-24%&-6%	12%&8%
C=CCN(C(=O)CCC(=O)Nc1cc(C)on1)C(C(=O)NC1CCCC1)c1ccc(OC)cc1OC (configuration not stated)	0.8%	-5%	10%	-20%	-3%	31%	0%	4%	6%
Cc1ccc(CCC(=O)Nc2ccc(N(C)C)cc2)o1	-2.4%	-7%	-13%	-5%	-21%	25%	2%	?	9%
COc1ccccc1C(=O)Nc1sc(Nc2ccccc2)nc1C(N)=O	9.7%	4%	?	1%	-15%	10%[57.1 µM]	19%	?	2%[57.1 µM]
O=C(COc1ccccc1)Nc1ccc(C(=O)OCc2cc(=O)n3nc(C4CC4)sc3n2)cc1	7.1%	-1%	4%	2%	-14%	8%[57.1 µM]	10%	2%	2%[57.1 µM]
COc1ccccc1CCNc1ncnc2nc[nH]c12	.	-14%	36%	.	.	-10%	.	.	0%
CC1CCN(C(=O)c2cc(S(=O)(=O)N3CCOCC3)ccc2N2CCCC2)CC1	2.7%	1%	3%	-2%	-18%	3%	7%	19%	-6%
Cc1ccc(NC(=O)C2CC2C)cc1S(=O)(=O)N1CCOCC1 (configuration not stated)	1.3%	?	-7%	0%	-7%	4%	4%	-15%	-4%
CN(C)CCNc1ccc(Cl)cc1[N+](=O)[O-]	1.3%	6%	13%	1%	-5%	1%	-6%	-10%	-3%
CN(C(=O)COC(=O)c1ccc(Cl)nc1)c1c(N)n(Cc2ccccc2)c(=O)[nH]c1=O	-0.4%	1%	4%	5%	-14%	16%	-8%	23%	4%
COc1cc2nc(CN3CCN(S(=O)(=O)c4ccc(C)c(C)c4)CC3)[nH]c(=O)c2cc1OC	1.5%	-6%	?	2%	-9%	5%[57.1 µM]	-3%	16%	3%
COc1cc2c(cc1OC)CN(c1nc(CN3CCCC3)nc3sc(C)c(C)c13)CC2	-1.5%	1%	-4%	0%	-14%	14%[57.1 µM]	2%	-15%	1%
Cc1cccc(N2CCN(S(=O)(=O)c3c(C(=O)N4CCC(C)CC4)c(C)n(C)c3C)CC2)c1C	1.4%	6%	-4%	-7%	5%	-3%[57.1 µM]	-4%	?	-1%[57.1 µM]
CCOc1c(Br)cc(C2NS(=O)(=O)N=C3CCCCCN32)cc1OC (configuration not stated)	-0.6%	-7%	-11%	.	-3%	7%	4%	0%[57.4 µM]	-1%
COc1ccc(S(=O)(=O)N(C)C[C@H]2Oc3c(NC(=O)Nc4ccc5c(c4)OCO5)cccc3C(=O)N([C@H](C)CO)C[C@@H]2C)cc1	.	0%	-10%	2%	-27%	20%[57.1 µM]	0%	?	5%[57.1 µM]
COc1ccc2oc(=O)c(C(=O)N3CCN(c4ccc(C)cc4)CC3)cc2c1	-0.6%	2%	-2%	?	-25%	-3%	3%	-21%	-6%
CCCOc1cccc(C(=O)Nc2ccc(-c3nc4ccccc4s3)c(Cl)c2)c1	14%	-7%	-31%	-25%	?	20%	-12%	-3%	48%[activator]
Cc1noc(C)c1S(=O)(=O)N1CCC(C(=O)N2CCN(C(=O)c3ccco3)CC2)CC1	0.9%	-6%	-2%	0%	-15%	-3%	5%	-7%	1%
O=C(COC(=O)c1ccc(Cl)nc1)Nc1ncc(Cl)cc1Cl	2.9%	1%	9%	-2%	-21%	24%[57.1 µM]	4%	-12%	4%[57.1 µM]
O=C(NC1CC2CCCC(C1)N2C(=O)Nc1ccc(Cl)c(C(F)(F)F)c1)C1CC1 (configuration not stated)	0.8%	1%	5%	.	-11%	2%	1%	1%	-2%
Cc1c(C(=O)Nc2ccc(S(=O)(=O)Nc3ncccn3)cc2)oc2ccc(F)cc12	0.6%	1%	-19%	-10%	3%	-17%	1%	0%	-7%
CCOCC(=O)Nc1sc2c(c1C(=O)OCC)CCCC2	1.1%	1%	-22%	1%	-12%	-19%	1%	68%[activator]	-10%
Cc1cccc(C)c1NC(=O)C(C)c1ccc(-c2ccccc2)c(F)c1 (configuration not stated)	2.8%	0%	-17%	6%	-16%	13%[57.1 µM]	-1%	38%[activator]	0%
Cc1ccc(-c2cc(C(F)F)nc3sc4c(=O)[nH]cnc4c23)cc1	?	1%	3%	-14%	-13%	38%	0%	-3%	16%
CCOC(=O)c1c(C)[nH]c(CCC(=O)Nc2ccc(N(CC)CC)cc2C)c1C	0.1%	-3%	-28%	-3%	?	12%[57.1 µM]	-1%	-17%	0%[57.1 µM]
CC(C)C1NC(=S)N(C2CCCCC2)C1=O (configuration not stated)	0.4%	1%	-52%	-8%	-9%	4%	0%	-29%	0%
O=c1oc(-c2ccccc2[N+](=O)[O-])nc2ccccc12	2.7%	-2%	4%	-3%	-2%	-30%	0%	0%	7%
Cc1cc(C(=O)NC(Cc2c[nH]c3ccccc23)C(=O)O)c(C)o1 (configuration not stated)	-4.6%	-4%	-21%	7%	-18%	2%[57.1 µM]	5%	0%	-3%[57.1 µM]
COc1cccc(-c2csc(-c3c(N)c(C(=O)c4ccccc4)n4ccccc34)n2)c1	6.8%	.	-19%	.	?	9%	.	-27%	-4%
N#Cc1c(NC(=O)c2ccc([N+](=O)[O-])o2)sc2c1CCC2	-5.5%	?	21%	-3%	-12%	-47%	18%	-18%	-3%[57.1 µM]
O=C(CSc1ncnc2scc(-c3ccc(Cl)cc3)c12)NCc1ccc2c(c1)OCO2	5.7%	-11%	-19%	-11%	-26%	20%	7%	3%	4%
COc1ccc2c(c1)CC(C(=O)N1CCC(C(N)=O)CC1)CO2 (configuration not stated)	1.2%	-10%	3%	-6%	11%	5%[57.1 µM]	-7%	-22%	2%[57.1 µM]

These rows are one share of the data; count on the stated rates, not on these rows.
